Screens: PubChem, several laboratories
FXIIa inh 1536 = factor XIIa (human) inhibition; 220,000 compounds, 0.3% hits; inhibition, % at 5 µM; AID 800; purified FXIIa, Boc-QGR-AMC fluorogenic substrate, 2 h; in the data active = inhibition above about 40%;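 also: 0% = enzyme with no compound and 100% = blank without enzyme; many of its hits are not listed in these tables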
Rad51 HR inh = blocks human Rad51 in homologous recombination; Q06609; inhibition, % at 10 µM; 200,000 compounds, 0.085% hits; hRad51 DNA strand exchange, fluorescence dequenching;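 active = inhibition above 40% at the single screening dose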;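 also: 0% = DMSO control wells and 100% = blanks with heterologous ssDNA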
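Assay system: Human Rad51 nucleoprotein filaments preassembled on unlabelled ssDNA | Reagent: Donor/quencher-labelled 47-bp dsDNA substrate | Doses: One concentration, 10 µM final | Times: 37 °C 15-min filament assembly, 30-min compound preincubation, 15-min exchange | Technique: Fluorescein emission 520 nm, excitation 485 nm | Benchmarks: Plate control and blank wells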
FXIa inh 1536 = inhibitors of human coagulation factor XIa; P03951; purified FXIa, Boc-Glu-Ala-Arg-AMC fluorogenic substrate; inhibition, % at 5 µM; 220,000 compounds, 0.14% hits; AID 798;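 active = inhibition of at least 40%; inactive = inhibition below 40%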;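 also: fluorescence of freed AMC excited at 355 nm; 0% = enzyme without compound and 100% = no enzyme blank; many of its hits are not listed in these tables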
14-3-3 Bad inh = disrupts binding of bovine 14-3-3 zeta to phospho-Bad peptide; inhibition, % at 21.7 µM; TR-FRET 14-3-3zeta/Dy647-pBad peptide displacement, 1 h; 220,000 compounds, 0.71% hits; P63103; AID 781;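 active = inhibition above about 70%, limit read from the data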;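 also: 0% = full 14-3-3 plus peptide FRET controls and 100% = background without 14-3-3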
Target sequence (P63103 whole entry, looked up): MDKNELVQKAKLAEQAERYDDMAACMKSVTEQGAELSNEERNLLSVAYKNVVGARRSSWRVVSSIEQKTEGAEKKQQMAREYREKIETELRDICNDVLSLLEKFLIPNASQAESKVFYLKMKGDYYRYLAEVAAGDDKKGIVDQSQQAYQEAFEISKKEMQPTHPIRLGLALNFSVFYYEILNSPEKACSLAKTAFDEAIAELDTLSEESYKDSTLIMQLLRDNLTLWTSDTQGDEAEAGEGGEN
eIF4E-4G inh = inhibitors of eIF4E and eIF4G interaction in translation initiation; TR-FRET eIF4E-eIF4GI(517-606) binding, 2 h; inhibition, % at 21.7 µM; 220,000 compounds, 0.37% hits; AID 782;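 active = inhibition above about 30%, limit read from the data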;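 also: 0% = full FRET control wells and 100% = background wells lacking eIF4GI fragment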
KLK5 inh = inhibitors of human kallikrein 5; inhibition, % at 5 µM; AID 873; Q9Y337; 210,000 compounds, 0.59% hits; recombinant hK5, fluorogenic AMC substrate cleavage;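 active = inhibition of 40% or more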;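 also: 0% = enzyme controls without compound and 100% = no-enzyme blanks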
Wee1 stabilizer = human Wee1 degradation inhibition, primary screen. 220,000 compounds, 1.2% hits. P30291. reporter increase, % at 5 µM. HeLa Luc-Wee1K328M stability, luciferase luminescence; 100% = proteasome inhibitor MG132 effect;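 active = activation above the mean of all tested compounds plus 3 SD, set per screening run, cut at about 8.8% in these data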;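 also: cells exposed to compound for 20 h before luminescence read; 0% = DMSO alone and 100% = MG132 at 30 µM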
Target sequence (P30291 whole entry K328M): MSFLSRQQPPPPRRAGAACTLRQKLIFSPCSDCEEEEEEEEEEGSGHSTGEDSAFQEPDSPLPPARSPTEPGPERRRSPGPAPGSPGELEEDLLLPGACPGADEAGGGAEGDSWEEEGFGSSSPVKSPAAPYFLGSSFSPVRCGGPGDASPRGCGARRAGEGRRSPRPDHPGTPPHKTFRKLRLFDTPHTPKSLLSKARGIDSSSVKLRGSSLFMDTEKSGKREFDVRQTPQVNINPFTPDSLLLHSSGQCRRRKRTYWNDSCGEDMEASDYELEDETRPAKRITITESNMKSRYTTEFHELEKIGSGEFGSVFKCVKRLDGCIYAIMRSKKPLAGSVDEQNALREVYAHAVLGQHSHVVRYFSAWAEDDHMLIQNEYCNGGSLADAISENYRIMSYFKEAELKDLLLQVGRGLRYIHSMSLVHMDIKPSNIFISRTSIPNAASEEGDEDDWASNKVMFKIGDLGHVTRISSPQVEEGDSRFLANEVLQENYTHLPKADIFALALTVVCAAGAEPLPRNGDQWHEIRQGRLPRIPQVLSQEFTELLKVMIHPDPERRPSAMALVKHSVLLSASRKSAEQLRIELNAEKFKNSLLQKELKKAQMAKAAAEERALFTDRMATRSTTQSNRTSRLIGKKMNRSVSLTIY
MDM2 E3 inh = inhibitors of human Mdm2 E3 ubiquitin ligase | Q00987 | cell-based MDM2 ubiquitination luciferase reporter, 2 h; 0 = plate control, 100 = twice control, blank-subtracted | signal enhancement, % at 5 µM | 210,000 compounds, 0.11% hits | AID 1230;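 active = signal enhancement of 30% or more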;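 also: luminescence tracks abundance of the self-degrading MDM2-luciferase fusion protein; higher signal means inhibition of MDM2 E3 ligase activity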
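Buffer or medium: Cells held in DMEM | Assay system: Stable mammalian line carrying autodegrading MDM2–luciferase fusion reporter | Quantity: 2000 cells/well | Times: 4 h settle plus 2 h compound, 37 °C | Doses: One concentration, 5 µM, with 0.2% DMSO | Technique: Luminescence with SteadyLite reagent, 15 min at room temperature | Benchmarks: Plate controls and plate blanks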
p97 inhibitor = blocks human p97 ATPase activity; P55072; recombinant p97 ATPase, Kinase-Glo ATP luminescence, 3 h; inhibition, % at 8 µM; 220,000 compounds, 0.42% hits; in the data active = inhibition above about 15%;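 also: 0% = DMSO vehicle and 100% = wells lacking enzyme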
* hit, by the source's call; . = not tested or not shown; [ ] = remark or other dose.

SMILES	FXIIa inh 1536	Rad51 HR inh	FXIa inh 1536	14-3-3 Bad inh	eIF4E-4G inh	KLK5 inh	Wee1 stabilizer	MDM2 E3 inh	p97 inhibitor
O=C(Nc1ccn(-c2ccccc2)n1)c1ccc(S(=O)(=O)N2CCCCCC2)cc1	-1	0	-6	12	-3	9	-1	-6	3
Cc1cc2nccc(-c3ccc(Cl)c([N+](=O)[O-])c3)n2n1	13	2	0	-6	-1	-1	0	-3	6
CNC(=O)NC(=S)NC(=O)c1cccc(Cl)c1	0	-9	-4	-15	-1	-4	-4	-13	-5
COc1cc2c(C(=O)N3CCN(C4CCCCC4)CC3)cn(CC(C)C)c(=O)c2cc1OC	12	-1	0	5	-1	-7	-1	-2	-6
Cc1cc(C)nc(SCCC(=O)N(C)C)n1	8	-1	-15	-7[fluorescence artefact?]	3[fluorescence artefact?]	-25	0	-14	6
O=C(CNC(=O)c1ccco1)NCC(=O)OC(C(=O)c1ccccc1)c1ccc(Cl)cc1 (stereo not drawn)	11	7	5	10	4[fluorescence artefact?]	-10	-2	.	1
O=C(O)C1C2C=CC(C2)C1C(=O)Nc1cccc(F)c1 (stereo not drawn)	-3	-3	-8	-15	-11	-31	0	-8	5
COc1ccc(C(=O)Cn2c(Br)nc3c2c(=O)n(C)c(=O)n3C)cc1OC	-5	4	1	-3[fluorescence artefact?]	-5	-28	1	-10	7
Nc1nsnc1C(=O)NCCO	9	0	0	6	-2	-17	-2	-12	-6
O=C(NCc1ccccc1)C(c1ccc(O)cc1)N(C(=O)Cn1nnc(-c2cccs2)n1)c1ccc2c(c1)OCCO2 (stereo not drawn)	5	-10	-4	1	0[fluorescence artefact?]	-5	-3	-8	10
O=C(COC(=O)C1CCN(S(=O)(=O)c2ccccc2C(F)(F)F)CC1)NCc1ccc(F)cc1	13	0	5	2	3	-12	2	-30	0
CCOC(=O)/C=C(\C)Sc1cc(=O)oc2ccccc12	18	4	6	12	-2	-27	0	-4	-5
O=[N+]([O-])c1ccc(O)c(C=Nc2ccc3c(c2)OCCO3)c1	9	-12	-2	-16[fluorescence artefact?]	0	3	0	-23	3
Cc1ccc(OCC(=O)Nc2cccc(S(=O)(=O)N3CCCCCC3)c2)c([N+](=O)[O-])n1	8	3	0	-9	0	2	2	-1	2
C=CCNC(=O)c1sc(SC)cc1-c1ccc(Cl)cc1	9	3	3	-26[fluorescence artefact?]	-16[fluorescence artefact?]	-28	3	-8	-4
CCOC(=O)/C(C#N)=C/c1ccc(OC(=O)c2ccccn2)cc1	3	-45	-3	81*[fluorescence artefact?]	31*	-6	-3	-12	-1
C=C(C)C(=O)OC1(C(F)(F)F)Oc2cc(C)ccc2NC1=O (stereo not drawn)	9	-3	2	5	11	-2	-2	.	-4
CCOc1ccc(C(=O)N2CCSC2=S)cc1	14	4	11	7	0	5	-1	-4	2
CCOc1ccc(CNc2ccc3c(c2)ncn3C)cc1	20	.	2	0	1	-15	5	-4	-4
Cn1cc([N+](=O)[O-])c(C(=O)Nc2ccc3c(c2)OCCO3)n1	24	5	-3	-3	0	-12	-3	-8	-4

Limited to FXIa inh 1536 and eIF4E-4G inh, for 2 of the compounds above:
molecule	FXIa inh 1536	eIF4E-4G inh
Cc1cc2nccc(-c3ccc(Cl)c([N+](=O)[O-])c3)n2n1	0	-1
CNC(=O)NC(=S)NC(=O)c1cccc(Cl)c1	-4	-1

The listing picks up, repeating the two entries before the break.
SMILES	FXIIa inh 1536	Rad51 HR inh	FXIa inh 1536	14-3-3 Bad inh	eIF4E-4G inh	KLK5 inh	Wee1 stabilizer	MDM2 E3 inh	p97 inhibitor
CCOc1ccc(CNc2ccc3c(c2)ncn3C)cc1	20	.	2	0	1	-15	5	-4	-4
Cn1cc([N+](=O)[O-])c(C(=O)Nc2ccc3c(c2)OCCO3)n1	24	5	-3	-3	0	-12	-3	-8	-4
CCc1ccc(N/C(N)=N/c2nc(CSc3ccccn3)cc(=O)[nH]2)cc1	9	9	4	-9	-5	2	3	-19	0
CCc1nc2ccccc2c(C(=O)OCC(=O)Nc2cccc(S(=O)(=O)NC3=NCCCCC3)c2)c1C	7	.	2	-10	0	2	7	-17	10
COc1ccc(NC(=O)OC(C)C)cc1	7	1	-4	-8	5	10	6	-30	-1
Cc1ccc(S(=O)(=O)N2CCCCC2C(=O)Nc2nncs2)cc1 (stereo not drawn)	0	.	-5	-2	0	-4	3	-3	1
CCN(CC)CC(O)Cn1c(-c2ccccc2Cl)nc2ccccc21 (stereo not drawn)	0	-4	-4	4	4	-5	0	-19	4
Cc1cc(N/C=C/C(=O)c2cccc3ccccc23)no1	13	1	0	-14	6	-13	0	-9	-1
COCC(=O)Nc1cc([N+](=O)[O-])ccc1C	11	-7	2	-8[fluorescence artefact?]	2	-2	0	0	1
COc1ccc(S(=O)(=O)N2CCN(C(=O)NCc3ccccc3)CC2)cc1	4	22	5	-7[fluorescence artefact?]	-10	-31	-1	-15	2
Clc1ccc(C[n+]2cc(-c3ccc(Cl)cc3)n3c2CCC3)cc1	11	17	3	-4	-1	-2	0	-12	9
Cc1cccc(N2CCN(C(=O)C(Cc3ccccc3)n3cccc3)CC2)c1C (stereo not drawn)	5	-1	-3	3	4	-24	-1	-13	-8
COc1cc(N/N=C(\C)c2ccc(O)c(C)c2)nc(-c2ccccc2)n1	10	5	-1	-2	1	0	0	0	5
CCc1ccc(NC2=NC(C(=O)c3ccccc3)CC(=O)N2)cc1 (stereo not drawn)	19	10	3	-7	-1	-8	-1	-5	-5
O=C(CSc1nc2ccccc2o1)NCc1n[nH]c(=O)c2ccccc12	8	.	-3	11[fluorescence artefact?]	-1[fluorescence artefact?]	-8	0	-2	3
Cc1cccc2cn[nH]c12	4	.	-2	-3	3	.	0	-6	2
CNC(=O)Nc1ccc2snnc2c1	8	5	-2	7	2	2	1	-11	-2
COc1cccc(NC(=S)Nc2cccnc2)c1	9	1	2	-17[fluorescence artefact?]	-3	-20	-3	-17	-1
O=C(CC(=O)N/N=C/c1ccc(Cl)cc1Cl)NCc1ccccc1	2	-5	-2	0[fluorescence artefact?]	-8	6	0	-16	-1
COc1ccc2cc(C)c(SCC(=O)Nc3cc(C)on3)nc2c1	16	-7	6	-2[fluorescence artefact?]	-5	-1	-2	12	4
O=C(CCc1ccccc1)NNC(=O)Nc1ccccc1	3	.	-3	-6	3	.	3	.	-2
C(=C\c1cc(/C=C/c2ccccc2)ncn1)/c1ccccc1	4	-7	-3	2	-2	-28	7	-33	-1
CC(C)OC1(c2ccccc2)OC(=O)c2ccccc21 (stereo not drawn)	7	-1	-3	3	-11	0	2	.	-6
Cc1ccc(C)n1NC(=O)c1ccco1	2	-6	-17	-23	-2	-31	8	-16	-2
O=C(Cc1c[nH]c2ccccc12)N1CCc2ccccc21	10	-13	6	-13[fluorescence artefact?]	-14[fluorescence artefact?]	-16	-2	-14	9
Cc1cccc(OCCC(=O)Nc2ccc(S(=O)(=O)N3CCCC3)cc2)c1	12	23	2	-2	1	-4	5	-13	-3
COc1ccccc1N1CCN(CC(O)COc2ccc3c(C)cc(=O)oc3c2)CC1 (stereo not drawn)	4	8	1	11	8	-19	17*	-11	-9
OCCNc1nc2ccc(Cl)cc2[nH]1	15	4	4	7	1[fluorescence artefact?]	1	0	-10	-1
COc1cc(OC)cc(C(=O)NCC(=O)OCC(=O)/C=C2/N(C)c3ccccc3C2(C)C)c1	4	6	4	-17	6	-5	-1	-22	5
CN1C2C=C3C(C#N)=C(N)C(C#N)(C#N)[C@@H](c4ccsc4)[C@@H]3C1CC2 (stereo partly drawn)	2	-14	0	-22[fluorescence artefact?]	-2[fluorescence artefact?]	-32	2	-17	7
Cc1ccc2c(C)[nH]c(=O)cc2c1	15	11	3	4[fluorescence artefact?]	-10	1	0	.	7
O=C(C1CCC1)N1CCN(Cc2ccccc2)CC1	11	-16	0	12[fluorescence artefact?]	5[fluorescence artefact?]	-11	-2	-36	6
COc1ccccc1Oc1ccc(Oc2ccccc2OC)cc1	4	-2	-3	-10	0	-4	-3	2	1
NC(=O)COC(=O)c1ccccc1Oc1ccccc1	10	9	1	-22	6	4	-1	-2	5
Cn1c(O)c(N=Nc2nc(-c3ccccc3)cs2)c2ccccc21	4	-28	6	-6	-4	-18	5	1	8
Cc1ccc(-n2cc(CN3CCN(C(=O)c4ncn[nH]4)CC3)c(-c3ccc(F)cc3)n2)cc1	14	.	6	-6	6	-12	2	-16	0
Cc1c(NC(=O)c2ccc(-c3ccc([N+](=O)[O-])cc3Cl)o2)c(=O)n(-c2ccccc2)n1C	9	11	4	1	-1	6	0	-14	-3
Nc1cc(C(=O)N2CCCC2)cc(C(=O)N2CCCC2)c1	7	7	4	5	-5	-22	-2	7	-7
COc1ccc(CNC(=O)COC(=O)CCc2nc3ccccc3c(=O)[nH]2)cc1	7	3	-2	0	2	3	-1	4	1
COc1ccc(NC(=O)C2CCC(=O)N2S(=O)(=O)c2ccc(C)cc2)c(OC)c1 (stereo not drawn)	5	-2	-12	-6	3[fluorescence artefact?]	-23	-2	-17	-1
COc1ccc(/C=C2\CCCC3C2=NN(C(=O)CSc2ncn[nH]2)C3c2ccc(OC)cc2)cc1 (stereo not drawn)	-3	8	-1	3[fluorescence artefact?]	-2	-19	-3	-22	-4
O=C(CSc1nnc2n1CCCN2C(=S)Nc1ccc(Cl)cc1)c1ccccc1	15	0	9	-9[fluorescence artefact?]	-2	-7	0	-5	2
CC1CCc2onc(C(=O)NCc3ccco3)c2C1 (stereo not drawn)	6	2	1	-1	-1	3	-2	-5	3
O=C(NNC(=S)NCc1ccco1)C(c1ccccc1)c1ccccc1	-1	4	-4	-7	-1	-36	-2	-4	1
COC(=O)c1cn(NC(=O)c2ccc3c(c2)OCO3)c(=O)c2ccccc12	-6	0	7	-11	-11	-8	4	-10	-4
CCOC(=O)c1ccc(NC(=O)CC2C(=O)N(c3ccccc3)C(=O)N2CCCOC)cc1 (stereo not drawn)	8	0	7	1	5	-22	-1	-10	-4
CNC(=O)C1CC(=O)N/C(=N/N=C(\C)c2cccs2)S1 (stereo not drawn)	13	2	0	-6	2	-1	-4	-4	2
CN(C(=O)c1coc(=O)c2ccccc12)c1ccc(F)cc1	3	.	-4	10	-7[fluorescence artefact?]	-8	-1	5	6
O=C(O)CC(c1ccccc1)n1cccc1 (stereo not drawn)	8	.	-2	0	-14	-3	-2	0	6
CS(=O)(=O)N1CCC(CO)(Cc2ccccc2C(F)(F)F)CC1	5	25	0	-4	2	-2	2	-5	0
CCC(C)NC(=O)c1c(C)cc(=O)oc1C (stereo not drawn)	22	-4	8	-2	-9[fluorescence artefact?]	3	-1	4	2
O=C(CN1CCc2ccccc21)NCc1ccc2c(c1)OCO2	2	-20	-2	-2[fluorescence artefact?]	1[fluorescence artefact?]	0	3	-5	4
O=C(Nc1ccccc1)N1CCN(C2c3ccccc3-c3ccccc32)CC1	14	10	-3	-2	-4	2	-2	-13	-1
